MBD2 DNA inh: inhibitors of human MBD2 binding to methylated oligonucleotide; Q9UBB5; TR-FRET; inhibition, % at 4.4 µM; actives 0.31% (n = 370,000); AID 686964; in the data active = inhibition above about 13%
UHRF1 MBD2 ctr: UHRF1 methyl-DNA binding inhibition. UHRF1 binding to methylated oligo, TR-FRET. inhibition, % at 4.4 µM. actives 0.75% (n = 370,000). AID 687016; in the data active = inhibition above about 21%;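 note: UHRF1 SRA domain binding a hemimethylated CpG hairpin DNA probe; 0% = median of test compound wells and 100% = reference inhibitor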
Target sequence (Q96T88 whole entry, looked up, the tested form may be a part): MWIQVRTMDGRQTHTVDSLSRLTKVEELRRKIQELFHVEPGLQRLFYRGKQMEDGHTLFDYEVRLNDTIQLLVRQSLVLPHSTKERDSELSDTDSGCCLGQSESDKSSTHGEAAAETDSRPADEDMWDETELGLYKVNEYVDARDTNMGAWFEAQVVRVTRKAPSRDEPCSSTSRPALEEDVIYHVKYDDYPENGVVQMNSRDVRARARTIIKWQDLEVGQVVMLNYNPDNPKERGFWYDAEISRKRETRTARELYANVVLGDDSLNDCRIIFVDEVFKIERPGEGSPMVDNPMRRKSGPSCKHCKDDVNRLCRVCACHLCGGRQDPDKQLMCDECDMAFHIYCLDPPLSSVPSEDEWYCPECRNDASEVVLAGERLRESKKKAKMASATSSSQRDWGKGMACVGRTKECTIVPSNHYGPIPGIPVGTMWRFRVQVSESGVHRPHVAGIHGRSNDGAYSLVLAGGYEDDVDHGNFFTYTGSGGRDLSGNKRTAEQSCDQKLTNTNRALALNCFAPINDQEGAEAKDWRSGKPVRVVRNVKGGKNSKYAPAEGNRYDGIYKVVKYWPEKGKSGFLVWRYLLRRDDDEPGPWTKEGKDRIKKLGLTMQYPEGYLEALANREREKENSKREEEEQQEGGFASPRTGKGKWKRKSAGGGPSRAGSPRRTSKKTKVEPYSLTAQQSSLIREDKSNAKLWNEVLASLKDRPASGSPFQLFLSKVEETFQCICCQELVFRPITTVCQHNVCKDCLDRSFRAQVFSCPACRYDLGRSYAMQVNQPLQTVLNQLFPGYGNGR
mABHD4 FP: ABHD4 (mouse) inhibition, primary FP screen. actives 0.54% (n = 370,000). Q8VD66. inhibition, % at 8.92 µM. purified mABHD4, FP-Rh probe fluorescence polarization;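 active = inhibition exceeding the mean over every tested compound plus 3 SD, cut at about 30% in these data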;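 note: 0% = plate median of compound wells and 100% = S159A mutant with DMSO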
Target sequence (Q8VD66 whole entry, looked up): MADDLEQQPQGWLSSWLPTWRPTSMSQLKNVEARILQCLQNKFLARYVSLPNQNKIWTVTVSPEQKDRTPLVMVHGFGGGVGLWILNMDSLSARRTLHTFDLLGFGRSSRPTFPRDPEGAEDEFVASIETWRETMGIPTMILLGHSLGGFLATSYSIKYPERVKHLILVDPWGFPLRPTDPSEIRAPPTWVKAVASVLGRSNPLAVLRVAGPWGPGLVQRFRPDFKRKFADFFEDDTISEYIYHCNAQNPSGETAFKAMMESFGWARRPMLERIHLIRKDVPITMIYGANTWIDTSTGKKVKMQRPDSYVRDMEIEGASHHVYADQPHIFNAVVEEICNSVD
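Test system: mouse ABHD4 enzyme, wild type. Reagent: FP-Rh fluorescent activity-based probe, added after compound pre-incubation. Timing: pre-incubation 45 min, probe exposure 60 min, at 25 °C. Technique: FP readout, ex 525 nm / em 598 nm. Benchmarks: high control S159A mutant with DMSO, low control median of compound wells.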
rCAG binder: r(CAG) repeat RNA binding | TO-PRO-1 dye displacement fluorescence | inhibition, % at 3 µM | actives 1.3% (n = 370,000);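 active = inhibition above the plate cutoff, the mean of all test compounds on that plate plus 3 SD, cut at about 35% in these data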;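 note: 0% = DMSO alone and 100% = 100 µM mitoxantrone as full dye displacement; higher means more dye released from RNA so lower well fluorescence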
HTRA1 inh: inhibitors of human serine peptidase HTRA1. Q92743. AID 504803. inhibition, % at 5.96 µM. recombinant HTRA1, FP-rhodamine activity-based probe, fluorescence polarization. actives 0.5% (n = 340,000); in the data active = inhibition above about 36%;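 note: 0% = enzyme with DMSO and 100% = wells lacking enzyme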
GC-B act: GC-B (human) receptor activation; P20594; HEK293-GC-B cells, CNP EC30, cGMP TR-FRET; 0% at EC30 CNP, 100% saturating CNP; activation, % at 10 µM; actives 0.11% (n = 370,000);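 active = activation at 10 µM reaching about 35% in either raw or pattern-adjusted values, limit read from the data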
TCR-CD3 inh: human TCR-CD3 binding inhibition; TAMRA-labeled TCR probe fluorescence, biochemical; inhibition, % at 9.4 µM; actives 0.37% (n = 360,000); AID 651800; in the data active = inhibition above about 19%;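 note: recombinant mutant TCR 2C K166C tagged with TAMRA read by polarization; 0% = receptor in buffer alone and 100% = receptor with positive control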
SIAE inh: human SIAE inhibition, primary screen | Q9HAT2 | SIAE FP-Rh probe binding, fluorescence polarization | inhibition, % at 9.66 µM | actives 0.69% (n = 370,000) | AID 1053197;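 active = inhibition above a cutoff: mean of compounds within the control limits plus 3 SD of those, cut at about 17% in these data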;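 note: 0% = plate median of compound wells and 100% = probe without SIAE protein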
PRMT1 inh: inhibitors of human PRMT1; actives 1.3% (n = 370,000); inhibition, % at 2.79 µM; recombinant PRMT1, activity-based probe fluorescence polarization;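 active = inhibition above about 21% made by adding two undisclosed values, limit read from the data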
GC-A act: GC-A (human) enzyme activation; HEK293 GC-A cells, cGMP TR-FRET, EC30 ANP; 0% at EC30 ANP, 100% saturating ANP; activation, % at 10 µM; actives 0.14% (n = 370,000); AID 1671463; in the data active = activation above about 40%
* hit, by the source's call; / = not tested or not shown. Some of the compounds tested. The share of hits here may be higher or lower than overall.

Value order – MBD2 DNA inh	UHRF1 MBD2 ctr	mABHD4 FP	rCAG binder	HTRA1 inh	GC-B act	TCR-CD3 inh	SIAE inh	PRMT1 inh	GC-A act
#1 NC(=O)CN1C(=O)C(=O)N(Cc2ccc(Cl)cc2)C1=O
→ -1	4	-3	-2	0	3	-5	5	0	-1
#2 CCOC(=O)C1CCN(C(=O)CCc2c(C)nc3cc(-c4ccc(OC)cc4OC)nn3c2C)CC1
→ -4	-1	-12	0	5	-3	-5	-6	-3	-1
#3 O=C(CNS(=O)(=O)c1ccc(Br)s1)N1CCN(c2ncccn2)CC1
→ 0	0	2	-2	-6	-1	5	-6	0	-4
#4 Cc1nnc(NC(=O)c2cc3ccccc3o2)s1
→ -4	2	1	7	-33	1	8	-1	0	-1
#5 Cc1sc2nc(COC(=O)c3cccc(S(=O)(=O)N(C)c4ccccc4)c3)[nH]c(=O)c2c1C
→ 5	1	-24	13	-44	3	4	-41	-2	2
#6 O=C(Nc1ccc(F)cc1)C(c1cc2ccccc2o1)N1CCN(c2ccncc2)CC1 (stereo not given)
→ -4	2	3	6	/	-6	12	-1	-2	-3
#7 COc1ccc(/C=C2\C(=O)OCc3cc(OC)c(OC)cc32)cc1OC
→ -2	-1	-2	3	-6	6	10	-33	1	6
#8 Cc1cc(/C=C(\C#N)C(=O)OCC(=O)NC(=O)NC(C)(C)C)c(C)n1CCC(C)C
→ 5	0	0	-4	8	5	1	-6	-3	0
#9 COC(=O)c1ccccc1NC(=O)c1c(Br)cnn1C
→ 2	-1	-1	-2	-4	-15	-1	7	0	-7
#10 COC(=O)c1ccccc1NC(=S)N1CCN(c2ccc(OC)cc2)CC1
→ -2	-3	-3	5	-2	-2	0	4	-4	1
#11 CCSc1nsc(SCC)c1C(N)=O
→ 3	-3	9	0	-2	-1	0	12	-2	-1
#12 COc1ccc(CN2CCN(Cc3ccco3)CC2)c(OC)c1
→ 4	2	14	-7	2	1	-1	1	1	-4
#13 COC(=O)COc1cccc2c(=O)n(CC(=O)N3CCCc4ccccc43)ccc12
→ 7	1	-10	0	1	2	-7	7	-1	-2
#14 O=C(Cn1nnc(-c2ccc(Cl)cc2)n1)NC(=O)NC1CCCC1
→ 0	0	6	3	3	3	-1	2	2	1
#15 CN(CC(=O)Nc1ccc(Cl)c(C(F)(F)F)c1)C(=O)c1cccc(N2C(=O)CCC2=O)c1
→ 3	2	-15	1	-12	5	1	-5	-2	0
#16 CC(=O)Nc1sc(N/N=C/c2ccc(C)cc2)nc1-c1ccc(C)cc1
→ 0	-1	7	7	-3	12	-5	5	2	-2
#17 COc1cc(OC)cc(C(=O)NNC(=S)Nc2ccc(S(N)(=O)=O)cc2)c1
→ 0	0	3	13	-4	-2	3	2	-3	-2
#18 COc1ccc(OCCCC(=O)NNC(=O)c2ccncc2)cc1
→ 2	0	1	-2	0	0	-8	7	2	1
#19 Fc1ccc(-c2nc3n(n2)Cc2ccccc2-3)cc1
→ 0	-1	0	4	-5	9	-1	-3	1	1
#20 CCCCCCCCOC1OC(CO)C(O)C(O)C1NC(C)=O (stereo not given)
→ -1	1	-1	-2	-5	3	2	1	-1	1
#21 O=C(CCCc1nc(-c2ccccc2)no1)N1CCOCC1
→ -4	-1	2	-2	2	/	-2	3	-1	/
#22 O=C(Nc1ccc(S(=O)(=O)Nc2ncccn2)cc1)C1=NN(c2ccccc2)C(=O)CC1
→ 3	2	-4	21	0	3	-8	-4	15	3
#23 COc1ccc(Cl)cc1C(=O)Nc1ccccc1N1CCN(C)CC1
→ 8	0	7	-7	-8	-6	-1	-1	1	4
#24 CC(CC(=O)O)CC(=O)Nc1cc(C(F)(F)F)cc(C(F)(F)F)c1 (stereo not given)
→ -5	1	-12	3	-4	-2	1	/	-5	2
#25 Cc1cccc(C(=O)OCC(=O)N(C)C(c2ccccc2)c2ccccc2)c1[N+](=O)[O-]
→ -1	1	13	1	-17	4	5	-6	0	-2
#26 COc1ccc2oc(C(=O)OC(C)C(=O)NCc3ccccc3)c(C)c2c1 (stereo not given)
→ -3	-1	-4	-4	-12	1	1	5	2	2
#27 CC(=O)c1cccc(N=Nc2c(C)[nH]c3ccccc23)c1
→ -1	-1	1	8	2	-5	-3	0	1	1
#28 O=C(N/N=C/c1ccoc1)c1cc(Br)ccc1O
→ -3	0	7	17	10	-5	17	19*	-1	3
#29 CC(=O)C(/C=N/c1cc(-c2ccc(C)cc2)nn1-c1ccccc1)=C(\C)O
→ 3	6	-8	3	-10	-5	1	1	1	2
#30 Cc1cccc(NC(=O)c2cc(=O)[nH]c3ccccc23)c1
→ -1	1	-2	6	-10	1	-6	-2	14	0
#31 O=C(CCN1C(=O)C2CC=CCC2C1=O)N1CCN(c2ccccn2)CC1 (stereo not given)
→ 2	0	-3	-3	-2	0	0	4	0	1
#32 CC1=C(c2ccccc2)C(=S)NC(C)(C)C1
→ 2	2	-3	-2	0	7	-1	4	-4	0
#33 O=C(Nc1cccc(Cl)c1)ON=C1c2ccccc2-c2ccccc21
→ -6	-3	-30	9	-36	-3	6	-18	-1	2
#34 CC(NC(=O)NC1CCCCC1)C(c1cccs1)N1CCN(C)CC1 (stereo not given)
→ 6	0	2	-2	1	6	0	-4	0	2
#35 Brc1cccc(-c2nc3ccc(Br)cn3c2Cc2ccsc2)c1
→ 2	4	-2	19	/	-10	-1	4	7	-4
#36 C/C(=N/NC(=O)CN1CCN(Cc2ccccc2)CC1)c1ccc([N+](=O)[O-])cc1
→ 2	0	1	2	2	-4	6	-2	-1	-6
#37 CC1=C(C(=O)N2CCCCCC2)CC(CC(=O)NCCCN(C)C)C(=O)N1Cc1ccccc1 (stereo not given)
→ 1	2	4	4	/	11	-2	-2	7	0
#38 CCCCn1c(N)c(N(CC)C(=O)c2ccc(Cl)c(Cl)c2)c(=O)[nH]c1=O
→ 3	2	-3	1	0	-4	-8	2	4	0
#39 CCc1cccc(NC(=O)CCNS(=O)(=O)c2ccc3[nH]c(=O)oc3c2)c1
→ 1	0	-1	5	0	-2	3	-3	0	-1
#40 CCOC(=O)c1ccccc1NC(=O)Cn1cnc2c(cnn2-c2ccc(OC)cc2)c1=O
→ 2	0	0	1	/	-11	1	-2	-1	7
#41 COc1ccc(OC)c(NC(=O)CN2CCN(C(=O)c3ccco3)CC2)c1
→ -4	-1	1	-4	2	1	5	1	-2	-10
#42 COc1ccc(CN2CCSc3sccc3C2=O)cc1
→ -2	-2	-2	-4	-2	6	2	5	4	-2
#43 COc1cccc(C2C(C#N)=C(N)OC3=C2C(=O)CC(c2ccco2)C3)c1OCc1ccc(F)cc1 (stereo not given)
→ 2	12	10	20	-26	-5	1	-7	5	-3
#44 COC(=O)[C@]12C[C@H](CC(=O)NCc3ccc(OC)c(OC)c3)C(=O)N(Cc3ccco3)C1=C[C@H](C1CCCC1)O[C@@H]2C
→ 6	2	9	4	/	-5	/	0	5	-6
#45 COC(=O)C1=C(C)N(CCc2ccccc2)C(=O)C1
→ -2	-1	-2	1	-1	2	-4	2	1	-2
#46 CCOC(=O)C1=CCN(S(=O)(=O)c2ccccc2F)C1c1cccc(C)c1 (stereo not given)
→ 2	0	-1	1	/	-4	1	8	-4	-3
#47 COc1ccc(OC)c(NC(=O)N[C@@H](Cc2ccccc2)C(=O)O)c1
→ 0	-2	3	2	7	1	0	-1	-2	-2
#48 CC(C)(C)c1ccc(S(=O)(=O)N2CCC(NC(=O)c3ccco3)CC2)cc1
→ -1	0	5	-5	-1	2	-2	6	-9	2
#49 O=C(Cc1csc(-c2ccccc2)n1)NCc1cccs1
→ 1	0	-1	0	-5	-1	3	6	-1	-1
#50 CC(c1ccccc1)n1c(-c2ccc(Cl)cc2)n[nH]c1=S (stereo not given)
→ 1	1	-7	10	-2	-1	-5	0	4	-5
#51 O=C(COc1cc2oc(=O)c3c(c2cc1Cl)CCC3)N1C[C@H]2C[C@@H](C1)c1cccc(=O)n1C2
→ -7	-4	1	-4	-3	-1	4	-2	-4	-2
#52 COc1cccc(C(=O)NCc2nnc(SCC(=O)Nc3nccs3)n2-c2ccccc2)c1
→ 2	95*	-10	2	-5	-1	-5	-4	4	4
#53 Cc1ccc(OCCCCNC(C)c2ccccc2)c(C)c1 (stereo not given)
→ -5	2	10	5	5	-10	3	5	-5	-14
#54 Cc1nnc(SCc2cc(=O)[nH]c(N3CCN(Cc4ccccc4)CC3)n2)s1
→ 2	-3	1	-3	1	-2	7	-3	-3	-4
#55 Cc1cc(C)nc(SCC(=O)c2ccc(F)cc2F)n1
→ 3	-3	2	-5	-6	1	-7	-1	2	0
#56 COC(=O)c1cc(=O)n(-c2c(Cl)cc(C(F)(F)F)cc2Cl)[nH]1
→ -2	6	-5	20	-2	1	-16	9	0	-5

Reformatted field by field: 2 of the compounds above.
45) COC(=O)C1=C(C)N(CCc2ccccc2)C(=O)C1
  MBD2 DNA inh: -2
  UHRF1 MBD2 ctr: -1
  mABHD4 FP: -2
  rCAG binder: 1
  HTRA1 inh: -1
  GC-B act: 2
  TCR-CD3 inh: -4
  SIAE inh: 2
  PRMT1 inh: 1
  GC-A act: -2
54) Cc1nnc(SCc2cc(=O)[nH]c(N3CCN(Cc4ccccc4)CC3)n2)s1
  MBD2 DNA inh: 2
  UHRF1 MBD2 ctr: -3
  mABHD4 FP: 1
  rCAG binder: -3
  HTRA1 inh: 1
  GC-B act: -2
  TCR-CD3 inh: 7
  SIAE inh: -3
  PRMT1 inh: -3
  GC-A act: -4

Nos. 44–56 from above:
Value order – MBD2 DNA inh	UHRF1 MBD2 ctr	mABHD4 FP	rCAG binder	HTRA1 inh	GC-B act	TCR-CD3 inh	SIAE inh	PRMT1 inh	GC-A act
#44 COC(=O)[C@]12C[C@H](CC(=O)NCc3ccc(OC)c(OC)c3)C(=O)N(Cc3ccco3)C1=C[C@H](C1CCCC1)O[C@@H]2C
→ 6	2	9	4	/	-5	/	0	5	-6
#45 COC(=O)C1=C(C)N(CCc2ccccc2)C(=O)C1
→ -2	-1	-2	1	-1	2	-4	2	1	-2
#46 CCOC(=O)C1=CCN(S(=O)(=O)c2ccccc2F)C1c1cccc(C)c1 (stereo not given)
→ 2	0	-1	1	/	-4	1	8	-4	-3
#47 COc1ccc(OC)c(NC(=O)N[C@@H](Cc2ccccc2)C(=O)O)c1
→ 0	-2	3	2	7	1	0	-1	-2	-2
#48 CC(C)(C)c1ccc(S(=O)(=O)N2CCC(NC(=O)c3ccco3)CC2)cc1
→ -1	0	5	-5	-1	2	-2	6	-9	2
#49 O=C(Cc1csc(-c2ccccc2)n1)NCc1cccs1
→ 1	0	-1	0	-5	-1	3	6	-1	-1
#50 CC(c1ccccc1)n1c(-c2ccc(Cl)cc2)n[nH]c1=S (stereo not given)
→ 1	1	-7	10	-2	-1	-5	0	4	-5
#51 O=C(COc1cc2oc(=O)c3c(c2cc1Cl)CCC3)N1C[C@H]2C[C@@H](C1)c1cccc(=O)n1C2
→ -7	-4	1	-4	-3	-1	4	-2	-4	-2
#52 COc1cccc(C(=O)NCc2nnc(SCC(=O)Nc3nccs3)n2-c2ccccc2)c1
→ 2	95*	-10	2	-5	-1	-5	-4	4	4
#53 Cc1ccc(OCCCCNC(C)c2ccccc2)c(C)c1 (stereo not given)
→ -5	2	10	5	5	-10	3	5	-5	-14
#54 Cc1nnc(SCc2cc(=O)[nH]c(N3CCN(Cc4ccccc4)CC3)n2)s1
→ 2	-3	1	-3	1	-2	7	-3	-3	-4
#55 Cc1cc(C)nc(SCC(=O)c2ccc(F)cc2F)n1
→ 3	-3	2	-5	-6	1	-7	-1	2	0
#56 COC(=O)c1cc(=O)n(-c2c(Cl)cc(C(F)(F)F)cc2Cl)[nH]1
→ -2	6	-5	20	-2	1	-16	9	0	-5
